Source: PubChem
L3MBTL1 inh: qHTS Assay for the Inhibitors of L3MBTL1 | AID 485360, 2010 | Lethal(3)malignant brain tumor-like protein 1 (Homo sapiens), Q9Y468 | Potency, µM (highest dose often 57.1 µM), inactives show top-dose activity, negative = inhibition, most hits filed as inhibitors | AlphaScreen L3MBTL1–H3K9me1 peptide binding | 230,000 compounds, 0.66% hits; active means well fitted inhibition curve with a large enough effect; inconclusive means small, poorly fitted or top-dose-only effect; inactive means no such curve, though single readings can be large or run the other way; further: nearly all actives have a fitted effect of over 60% in size
Target sequence (Q9Y468 whole entry, looked up): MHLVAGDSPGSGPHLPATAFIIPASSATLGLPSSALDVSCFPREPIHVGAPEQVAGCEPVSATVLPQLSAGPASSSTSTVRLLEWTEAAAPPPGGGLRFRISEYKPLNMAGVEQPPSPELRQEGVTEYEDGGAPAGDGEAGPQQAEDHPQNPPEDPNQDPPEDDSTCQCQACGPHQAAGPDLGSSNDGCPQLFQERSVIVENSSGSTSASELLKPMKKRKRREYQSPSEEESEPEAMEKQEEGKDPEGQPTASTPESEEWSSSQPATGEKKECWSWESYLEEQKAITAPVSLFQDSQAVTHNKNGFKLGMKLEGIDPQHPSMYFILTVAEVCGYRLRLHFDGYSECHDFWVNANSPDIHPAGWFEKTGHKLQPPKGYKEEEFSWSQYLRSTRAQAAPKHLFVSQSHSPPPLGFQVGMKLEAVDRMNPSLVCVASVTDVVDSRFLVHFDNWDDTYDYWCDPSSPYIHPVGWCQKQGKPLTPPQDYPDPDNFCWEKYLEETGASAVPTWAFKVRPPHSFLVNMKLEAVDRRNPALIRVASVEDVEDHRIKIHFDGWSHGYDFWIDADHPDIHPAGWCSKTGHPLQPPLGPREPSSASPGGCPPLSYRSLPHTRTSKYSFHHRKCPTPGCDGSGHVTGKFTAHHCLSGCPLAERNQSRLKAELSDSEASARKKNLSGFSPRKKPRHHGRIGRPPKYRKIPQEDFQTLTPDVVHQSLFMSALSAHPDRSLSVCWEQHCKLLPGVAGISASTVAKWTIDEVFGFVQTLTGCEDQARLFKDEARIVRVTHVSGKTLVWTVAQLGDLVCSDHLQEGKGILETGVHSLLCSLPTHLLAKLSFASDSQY
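AlphaScreen assay: L3MBTL1 (50 nM final) was preincubated 30 min at room temperature with biotinylated H3(1-15)K9me1 peptide (75 nM final), then 30 min with library compounds; streptavidin donor and nickel chelate acceptor beads (10 ug/mL final) added, 30 min dark.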
* marks the source's active call; other numbers are inactive results; ? = inconclusive; [ ] = remark or other dose. On the % scale 0 is the no-effect control and ±100 the full control effect; potency means the concentration at half of the fitted maximal effect. These rows are one share of the data (hit frequency here may not be typical).

SMILES	L3MBTL1 inh
CCc1ccc(C(=O)NNC(=O)CN2C(=O)NC(CC)(c3ccccc3)C2=O)cc1 (centres undefined)	-3%
COc1ccc(NS(=O)(=O)c2cccc(C(=O)NNC(=O)c3ccc(NC(C)=O)cc3)c2)cc1	-7%
CCOc1cc(C(=O)Nc2cc(F)ccc2C)ccc1OCC(=O)N1CCOCC1	7%
CC(C)(C)C(=O)Nc1cccc(S(=O)(=O)NC2=NCCC2)c1	8%
COc1ccc(C2=NN(C(C)=O)C(c3ccccc3)C2)cc1 (centres undefined)	3%
CC(C(=O)O)c1ccc(C(=O)c2ccccc2)s1 (centres undefined)	10%
C/C(=C\c1ccccc1F)C1Nc2cccc3cccc(c23)N1	-14%
COc1ccccc1CNc1ccc2c(c1)CCC2	1%[2.29 µM]
CN(C)CCCO[C@@H]1[C@H]2OC(C)(C)O[C@H]2O[C@@H]1[C@H](O)CO	1%
CC1CN(S(=O)(=O)c2ccc(C(=O)N3c4ccccc4CC3C)cc2)CC(C)O1 (centres undefined)	-1%
O=C(O)/C(=C\c1ccc(C(F)(F)F)cc1)c1ccc(S(=O)(=O)N2CCCC2)s1	2%
Cc1ccc(NC(=O)COC(=O)CN2C(=O)NC3(CCCC3)C2=O)cc1F	6%
COc1ccc(N(C)S(=O)(=O)c2cccc(C(=O)N3CCN(c4ccccc4)CC3)c2)cc1	-11%
CCCc1nc2ccccc2c(=O)n1CCc1ccccc1	-1%[2.29 µM]
Cc1ccc(CSCC(=O)N(C)CC(=O)Nc2ccc(C)cc2)cc1	-3%
Cc1ccc(C(=O)N2CCN(Cc3ccccc3)CC2)cc1S(=O)(=O)N1CCOCC1	-1%
CCCCN(C(=O)c1ccc(C)o1)c1c(N)n(CC(C)C)c(=O)[nH]c1=O	3%
COc1ccccc1NC(=O)C(C)OC(=O)CCCN=C1NS(=O)(=O)c2ccccc21 (centres undefined)	4%
CC(SCc1ccccc1)C(=O)Nc1ccccc1F (centres undefined)	4%
COCCCN1C(=O)c2ccc(C(=O)OCC(=O)NCc3cccc(OC)c3)cc2C1=O	0%
O=C(Nc1ccc(OC(F)(F)F)cc1)C1CCCN(C(=O)c2ccc(Cl)cc2)C1 (centres undefined)	2%
Cc1c(NS(=O)(=O)c2ccc(N)cc2)c(=O)n(-c2ccccc2)n1C	0%
O=C(CN1CCSC1=O)Nc1ccc(N2CCOCC2)cc1	-1%
COc1ccc(N2CCN(C(=O)COC(=O)CCOc3ccc(C)cc3)CC2)cc1	-2%
COCCN(C(=O)COC(=O)CNC(=O)c1cccs1)c1c(N)n(Cc2ccccc2)c(=O)[nH]c1=O	9%
CCc1noc(C)c1C(=O)N(Cc1ccccc1)c1c(N)n(CCOC)c(=O)[nH]c1=O	6%
COc1ccccc1C(=O)COC(=O)CN1C(=O)NC2(CCCC2)C1=O	8%
Cc1cc(NC(=O)CSCC(=O)OCC(=O)Nc2cc(C)c(C)cc2[N+](=O)[O-])no1	0%
CCCCN1C(=O)C2(OCCCO2)c2cccc(C)c21	-2%
Cc1cc(C)nc(NC(=S)NC(=O)c2ccccc2)n1	-3%
Cc1nc(Nc2cnc(/C=C/c3cc(C(=O)Nc4cccc(C(F)(F)F)c4)ccc3C)cn2)cc(N2CCNCC2)n1	-3%
CC(C)Oc1ccc(S(=O)(=O)N2CCOCC2)cc1NC(=O)C1=COCCO1	-4%
Cc1ccc(C(=O)CN2C(=O)NC3(CCOc4ccccc43)C2=O)s1 (centres undefined)	-5%
C/C(=N/Nc1nc(C)cc(C)n1)c1ccc(Br)cc1	-2%[2.29 µM]
COc1ccc(-c2cc(C(=O)N3CCN(S(=O)(=O)c4ccccc4)CC3)[nH]n2)cc1	-2%
C#CCN1C(=O)S/C(=C\c2ccc(-c3ccc(Cl)c(C(=O)O)c3)o2)C1=O	?
COc1ccc(NC(=O)Nc2cccc3c2O[C@H](CN(C)S(=O)(=O)c2cn(C)cn2)[C@@H](C)CN([C@H](C)CO)C3=O)cc1	-1%
O=S(=O)(c1ccc(Cl)cc1)N1CCCc2ccccc21	24%
CC(=O)c1cccc(S(=O)(=O)N2CCN(CCOc3ccccc3)CC2)c1	-1%
O=C(CSc1nc(=O)n(CCCN2CCOCC2)c2c1CCC2)Nc1cccc(F)c1	3%
COC(=O)c1ccc(OC)c(Cn2c(=O)n(C)c(=O)c3sccc32)c1	8%
COc1ccc(NC(=O)COC(=O)CCC2CCCC2)c(OC)c1	15%
O=C(Nc1cccc(Cl)c1Cl)C1CCCO1 (centres undefined)	3%
COc1ccc(CCN2CC(C(=O)N(C)Cc3cccnc3)CC2=O)cc1OC (centres undefined)	-2%
OCCCc1nc2ccccc2n1Cc1ccccc1	-5%
CCCn1c(C2CCCN2c2nc(-c3cccc(Br)c3)cs2)nc2ccccc21 (centres undefined)	-2%
CC(NC(=O)C1CCC(C)(C(=O)O)C1(C)C)c1ccccc1 (centres undefined)	-8%
COc1ccc(S(N)(=O)=O)cc1C(=O)OCC(=O)N1CC(=O)Nc2ccccc21	4%
CC1(C)Cc2c(sc(NC(=O)Nc3ccccc3)c2C(N)=O)CO1	-3%
CN(Cc1ccc(Br)s1)C(=O)CNC(=O)c1ccc2c(c1)OCO2	0%

(listing goes on)
SMILES	L3MBTL1 inh
CCOc1cc(N2CCOCC2)c(OCC)cc1NC(=O)COC(=O)c1ccccc1OC(F)F	3%
CC(OC(=O)CC1CCCCC1)C(=O)Nc1ccc(F)cc1 (centres undefined)	6%
Clc1cccc(CN2CCc3c([nH]c4ccccc34)C2)c1	-37%
CC[C@H](C)[C@@H](CN[C@H](CCCCNC)CNC)NCC1CCCC1	0%
O=C(COC(=O)c1ccccc1[N+](=O)[O-])Nc1cccnc1Cl	10%
COc1ccc(NC(=O)N(C)C[C@H]2Oc3ccc(NC(=O)NC4CCCCC4)cc3C(=O)N([C@H](C)CO)C[C@@H]2C)cc1	4%
CCN(CC)S(=O)(=O)c1ccc2oc(SCC(=O)Nc3cc(C)on3)nc2c1	6%
C/C(=N/Nc1nc(C)c(C)s1)c1cccc([N+](=O)[O-])c1	-1%
N#Cc1ccc(C(=O)NC(=S)N2CCOCC2)cc1	6%
COc1ccc(NC(=O)Nc2cccc3c2O[C@H](CN(C)C(=O)Nc2ccc4c(c2)OCO4)[C@@H](C)CN([C@H](C)CO)C3=O)cc1	-1%
O=S(=O)(c1ccc(Br)cc1)c1nc(-c2ccco2)oc1NCCCn1ccnc1	?
N#Cc1ccc(OCC(=O)N(C2CCCCC2)C2CCS(=O)(=O)C2)cc1 (centres undefined)	-2%
COc1ccc(OC)c(NS(=O)(=O)c2cc3c4c(c2)CCN4C(=O)CC3)c1	-2%
COCCn1c(Cc2ccccc2)nnc1SC(C)C(=O)NC1CC1 (centres undefined)	-6%
CCN1CCN(c2ccc(S(=O)(=O)N3CCOCC3)cc2NC(=O)c2cc(Cl)nc3ccccc23)CC1	-3%
CCCCN(C(=O)c1cccc(-n2cccc2)c1)c1c(N)n(CCC)c(=O)[nH]c1=O	14µM*
CCOc1ccc(CCNC(=O)C2CC(=O)N(Cc3ccc(C)cc3)C2)cc1OCC (centres undefined)	9%
Cc1cc(=O)n2nc(N3CCCC(C(=O)NCc4ccccc4)C3)sc2n1 (centres undefined)	6%
CCOC(=O)C1CCN(Cc2ccc3ccccc3c2)CC1	-6%
O=C(C[C@@H]1C/C=C/CC[C@@H](Cc2ccc(F)cc2)C(=O)OC[C@H](Cc2ccccc2)NC1=O)N[C@H](CO)Cc1ccccc1	-1%
O=S(=O)(NCCCCNS(=O)(=O)c1c(F)cccc1F)c1ccc2c(c1)OCCO2	16%
COc1ccc(Cl)cc1NC(=O)CSc1nnc(Cc2ccc(C)cc2)c(=O)[nH]1	-1%
CCOC(=O)c1cc(S(=O)(=O)N2CCN(Cc3ccccc3)CC2)cn1C	2%
CN1CCN(c2ccc(S(=O)(=O)N3CCCCC3)cc2NC(=O)COc2cccc(Cl)c2)CC1	-7%
CCOc1ccc(NS(=O)(=O)c2ccc(NC(=O)c3ccccn3)cc2)cc1	4%
CC(C)[C@H]1C(=O)Nc2ccccc2N1C(=O)N[C@@H](Cc1ccccc1)C(=O)N[C@H](C(=O)O)c1ccccc1	-5%
Cc1ccc(C2CC(=O)Oc3cc(C)cc(C)c32)cc1 (centres undefined)	1%
COc1cc(OC)c(C(=O)Nc2ccncc2)cc1OC	-4%
CC1CC1C(=O)OCC(=O)Nc1ncc(Cl)cc1Cl (centres undefined)	?
CCOc1ccc(-c2cccc(NC(=O)c3cccs3)c2)nn1	0%
C=C1C[C@@]23CCC4[C@@](C)(CCC[C@@]4(C)C(=O)O)C2CC[C@]1(O)C3 (some centres undefined)	-1%
O=C1OC(N2C(=O)CC[C@H]2C(=O)NCC2CCCO2)c2ccccc21 (some centres undefined)	-9%
COc1ccc(NC(=O)CCCc2ccccc2)c(OC)c1	0%
CC(=O)Nc1cccc(NC(=O)Cc2ccc3ccccc3c2)c1	41%[activator]
CCn1c(SCC(=O)c2c(N)n(C3CC3)c(=O)[nH]c2=O)nnc1-c1ccccc1OC	-1%
Cc1nc2c(C)cccn2c(=O)c1NC(=O)COc1ccccc1	-9%
CCN1C(=O)[C@H]2[C@@H](c3ccc(OC)cc3)N3C(=O)CN(Cc4ccccc4)C(=O)[C@@]3(Cc3ccccc3)[C@H]2C1=O	1%
CC(CCN1CCN=C1Nc1ccccc1)c1ccccc1 (centres undefined)	-2%
CC(C(=O)Nc1ccccn1)N1C(=O)c2ccccc2S1(=O)=O (centres undefined)	1%
O=S(=O)(NCCC1=CCCCC1)c1ccccc1Br	12%

Rewritten comma-delimited: part of the list above
compound,L3MBTL1 inh
CCOC(=O)c1cc(S(=O)(=O)N2CCN(Cc3ccccc3)CC2)cn1C,2%
CN1CCN(c2ccc(S(=O)(=O)N3CCCCC3)cc2NC(=O)COc2cccc(Cl)c2)CC1,-7%
CCOc1ccc(NS(=O)(=O)c2ccc(NC(=O)c3ccccn3)cc2)cc1,4%
CC(C)[C@H]1C(=O)Nc2ccccc2N1C(=O)N[C@@H](Cc1ccccc1)C(=O)N[C@H](C(=O)O)c1ccccc1,-5%
Cc1ccc(C2CC(=O)Oc3cc(C)cc(C)c32)cc1 (centres undefined),1%
COc1cc(OC)c(C(=O)Nc2ccncc2)cc1OC,-4%
CC1CC1C(=O)OCC(=O)Nc1ncc(Cl)cc1Cl (centres undefined),?
CCOc1ccc(-c2cccc(NC(=O)c3cccs3)c2)nn1,0%
C=C1C[C@@]23CCC4[C@@](C)(CCC[C@@]4(C)C(=O)O)C2CC[C@]1(O)C3 (some centres undefined),-1%
O=C1OC(N2C(=O)CC[C@H]2C(=O)NCC2CCCO2)c2ccccc21 (some centres undefined),-9%
COc1ccc(NC(=O)CCCc2ccccc2)c(OC)c1,0%
CC(=O)Nc1cccc(NC(=O)Cc2ccc3ccccc3c2)c1,41%[activator]
CCn1c(SCC(=O)c2c(N)n(C3CC3)c(=O)[nH]c2=O)nnc1-c1ccccc1OC,-1%
Cc1nc2c(C)cccn2c(=O)c1NC(=O)COc1ccccc1,-9%
CCN1C(=O)[C@H]2[C@@H](c3ccc(OC)cc3)N3C(=O)CN(Cc4ccccc4)C(=O)[C@@]3(Cc3ccccc3)[C@H]2C1=O,1%
CC(CCN1CCN=C1Nc1ccccc1)c1ccccc1 (centres undefined),-2%
CC(C(=O)Nc1ccccn1)N1C(=O)c2ccccc2S1(=O)=O (centres undefined),1%

Following part:
SMILES	L3MBTL1 inh
Cc1cc(NC(=O)C(C)SCC(=O)N(C)CC(=O)Nc2ccccc2C(F)(F)F)no1 (centres undefined)	5%
O=C1NC2(CCCC2)C(=O)N1CC(=O)N(Cc1ccccc1)c1ccccc1	0%
CC[C@]12c3[nH]c4ccc(OC)cc4c3CCN1C(=O)C(CC(=O)NCCCOC)C[C@@H]2C(=O)N1CCN(C(=O)c2ccco2)CC1 (some centres undefined)	12%
CCOCCOC(=O)c1ccc(NC(=O)C2COc3ccccc3O2)cc1 (centres undefined)	14%
Cc1c(NC(=O)c2cccc(NC(=O)COc3cccc(Br)c3)c2)c(=O)n(-c2ccccc2)n1C	0%
O=C(O)c1cccc(NC(=O)c2cc(NC(=O)c3ccccc3)cc(NC(=O)c3ccccc3)c2)c1	-4%
O=S(=O)(c1cccc(-c2n[nH]c(=S)n2-c2ccc(OC(F)(F)F)cc2)c1)N1CCOCC1	14%
Cc1csc(=O)n1CCC(=O)OCc1nnc(-c2ccc(Cl)cc2)o1	-4%
COc1ccccc1C(=O)COC(=O)CSC(C)C(=O)Nc1cc(C)on1 (centres undefined)	7%
CN(C(=O)CN1C(=O)NC2(CCc3ccccc32)C1=O)C1CCS(=O)(=O)C1 (centres undefined)	2%
C=CCn1c(C)cc(C(=O)COC(=O)CCc2cc(OC)c(OC)c(OC)c2)c1C	-8%
O=C(COC(=O)c1cc(Cl)ccc1O)Nc1cc(C(F)(F)F)ccc1N1CCOCC1	9%
CN(C)C(=S)Oc1ccccc1-c1ccccc1OC(=S)N(C)C	-1%
CCCc1cc(-c2ccc3c(c2)COc2c4ccccc4nn2-3)on1	-3%
COc1ccccc1CNC(=O)COC(=O)CNS(=O)(=O)c1ccc(NC(C)=O)cc1	10%
CCOc1ccccc1OCCCC(=O)N(CC)CC(=O)Nc1ccc(NC(C)=O)cc1	-6%
C[n+]1ccccc1/C=C/c1c(F)cccc1F	-1%
CC(=O)c1ccc(OC(=O)N2CCOCC2)cc1	-3%
CNS(=O)(=O)c1ccc2c(c1)C(=O)c1cc(S(=O)(=O)NC)ccc1CC2	-8%
